Screens as filed in PubChem BioAssay.
mHTT-CaM PPI inh: inhibitors of human mutant huntingtin-calmodulin interaction; AlphaScreen His-mHTT/GST-CaM binding, luminescence; 190,000 tested, 3.6% active; inhibition, % at 15 µM;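 further: 0% = both proteins with DMSO and 100% = one protein alone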
Pf apPOL inh: Pf-apPOL DNA polymerase inhibition. Recombinant Pf-apPOL, molecular beacon fluorescence, 1.5 h. inhibition, % at 10 µM. 210,000 tested, 0.25% active. AID 1794808
* hit, by the source's call; i = inactive; · = not tested or not shown; & = joins results of further samples. No stated cut-off is given here; in the data, active means inhibition above about 50%; inactive means the rest.

SMILES	mHTT-CaM PPI inh	Pf apPOL inh
CCOC(=O)c1cnc2c(c(C3CC3)nn2C)c1N1CCOCC1	·	-8&-7
CC(C)CNC(=O)N1CCC(C(=O)NCc2csc(-c3ccccc3)n2)CC1	1	-8
CC1CC(NC(=O)CC#N)CC(C)(C)C1 (stereo not drawn)	·	1&-2
O=c1c2ccccc2c(=O)c2c1c(NCCO)cc1oc3ccccc3[nH]c12	44	1
COc1cccc(C2C(C(=O)c3ccc(C)o3)=C(O)C(=O)N2CCCN(C)C)c1OC (stereo not drawn)	-5	-9
O=C(NCC1CCN(S(=O)(=O)c2ccccc2)CC1)Nc1ccc(F)cc1	·	-3
CCC(=O)Nc1nc(CC)c(-c2ccc([N+](=O)[O-])o2)s1	15	4
Cn1c(=O)c(-c2ccc(C(=O)NCc3ccc(F)cc3)cc2)nc2cccnc21	3	-2
CCCCN(C)C(=O)c1cccc(C2CCCN(C(=O)NC)C2)c1 (stereo not drawn)	-10	-4
CC1=C(C(=O)Nc2nc3ccccc3s2)C(c2ccc([N+](=O)[O-])cc2)C2=C(CCCC2=O)N1 (stereo not drawn)	43	1
Cc1cccc(-c2cncc(C(=O)NCC3CCCO3)c2)c1C (stereo not drawn)	4	2
CC(=O)N1c2ccc(S(=O)(=O)Nc3ccc(C(C)C)cc3)cc2CC1C (stereo not drawn)	7	-4
Cc1cc(/C=C2/SC(=O)NC2=O)c(C)n1-c1ccccc1	21	3
COCCCNC(=O)CC1CCN(C(=O)c2[nH]c(C)c(C)c2C)CC1	5	-2
CCOc1ccc(NC(=O)c2cc3n(n2)C(C(F)(F)F)CC(c2ccc4c(c2)OCO4)N3)cc1 (stereo not drawn)	15	-2
CC1CC(C)CN(S(=O)(=O)N2CCC(C(=O)NCc3ccco3)CC2)C1 (stereo not drawn)	2	-13
COc1ccc(Cl)cc1NC(=O)CSc1nc2ncccc2[nH]1	4	-7
O=C(O)C1CSC(c2ccc(Cl)c(Cl)c2)N1 (stereo not drawn)	2	4
COc1nccnc1N1CCC(N(C)C(=O)Cc2c(C)noc2C)C1 (stereo not drawn)	-4	-4
O=C(NCCN1CCCCC1)C1CCc2sc(C(=O)N3CCOCC3)cc2C1 (stereo not drawn)	3	-6
Cc1ccc(-n2cc(C3CCN(C(=O)c4ccc(N(C)C)cc4)CC3)cn2)cc1	63*	-5
CC(=O)N1CCCN(C(=O)NC(C)(C)C)CC1	-1	-7
Cc1ccc(C)c(NC(=O)C(C)N(c2ccccc2)S(C)(=O)=O)c1 (stereo not drawn)	0	-6
CCn1ccnc1N1CCN(C(=O)c2cc(Cl)ccc2Cl)CC1	-3	-1
O=C(CCCc1ccccc1)Nc1ccc(S(=O)(=O)N2CCOCC2)cc1	8	-6

Compound profiles, as listed above.
`O=C(NCCN1CCCCC1)C1CCc2sc(C(=O)N3CCOCC3)cc2C1` (stereo not drawn) is listed with mHTT-CaM PPI inh: 3; Pf apPOL inh: -6
`Cc1ccc(-n2cc(C3CCN(C(=O)c4ccc(N(C)C)cc4)CC3)cn2)cc1` is listed with mHTT-CaM PPI inh: 63*; Pf apPOL inh: -5

Next part.
SMILES	mHTT-CaM PPI inh	Pf apPOL inh
O=C(c1cccc(Cl)c1)n1cnc2ccccc21	-2	1
Cc1cc2nc(-c3cc(NC(=O)c4ccco4)ccc3Cl)oc2cc1C	16	4
Cc1ccc(NC(=O)c2cc3c(CO)cnc(C)c3oc2=O)cc1	-6	-5
CN(C)CCN(C)Cc1ccc2c(c1)Cc1ccccc1-2	2	20
CC(=O)C[C@H]1c2cc(C(F)(F)F)ccc2S(=O)(=O)N1Cc1ccccc1	-21	-6
CC(=O)Nc1ccc(C2(C(=O)NCCN3CCc4ccccc4C3)CCCCC2)cc1	-3	6
NC(=O)c1ccccc1OCC(=O)Nc1ccc(Br)cc1	-6	0
O=C(CN1CCN(c2ccccc2F)C1=O)Nc1ccccc1Cl	-12	-6
O=C(NCCc1cnc[nH]1)c1cccn2c(=O)c3ccccc3nc12	38	-2
COc1ccccc1C(=O)Nc1cnc(-c2cccc(Cl)c2)nc1	0	-2
CC(NC(=O)c1ccccc1NC(=O)c1ccccc1)C(=O)N1CCN(C)CC1 (stereo not drawn)	2	0
Cc1cc(C)nc(NC(=O)c2ccccc2I)n1	1	-2
CCCN1CCN(c2ncc3c(n2)CCN(Cc2ccc(F)cc2F)C3)CC1	1	-1
CCCOC(=O)CCCN1C(=O)C(=Cc2ccc(OC)c(OC)c2)SC1=S	25	-8
CCN(CC)Cc1cc(Cl)c2cccnc2c1O	100*	0
Cc1cc(C)cc(NC(=O)N2CCCC2c2cc(C)no2)c1 (stereo not drawn)	-3	-3
COCCNC(=O)Nc1nc(-c2ccc3c(c2)CCCC3)cs1	13	-4
COc1ccc(CC(=O)NCC2COC3(CCCCC3)O2)cc1 (stereo not drawn)	-5	3
O=C(Nc1ccccc1)c1c(NC(=O)C2CC2)sc2c1CCCC2	3	-6
O=[N+]([O-])c1ccccc1CNc1ccc(F)c(Cl)c1	47	11
CCN1C(=Cc2cc[n+](-c3ccccc3)cc2)C=Cc2ccccc21	65*	-4
O=C(c1ccccc1)N1CCN(C(=O)c2cc3ccccc3[nH]2)CC1	8	0
O=S(=O)(Nc1ccc(Cl)cc1O)c1ccccc1	6	-3
Cc1cccc(CN2CCCn3nc(C(=O)NCCN4CCCCC4)cc3C2=O)c1	-6	-3
Cc1ccsc1C(=O)N1CCCC(c2nc(CCNC(=O)C(C)C)cs2)C1 (stereo not drawn)	-1	-1

Following part.
SMILES	mHTT-CaM PPI inh	Pf apPOL inh
CC(C)c1ccc(OCCOCCN2CCN(C)CC2)cc1	-1	-5
C=CCc1ccccc1OCCCCn1ccnc1	9	-3
Cc1ccccc1NC(=O)/C(=C1\Nc2ccc([N+](=O)[O-])cc2N1)[N+](=O)[O-]	7	-2
NC(=O)C1(N2CCCCC2)CCN(c2ccc(N3C(=O)COCC3=O)cc2[N+](=O)[O-])CC1	0	-14
O=C(NCc1ccco1)C(=O)Nc1ccc2c(c1)CCCN2C(=O)c1cccs1	8	2
N=C1S/C(=C\c2ccc(-c3cccc(F)c3)o2)C(=O)N1c1nccs1	62*	-9
CCCCC(=O)Nc1ccc2c(c1)CC(C(=O)NCc1ccc(C)cc1)CO2 (stereo not drawn)	-5	9
CCCCN(C)Cc1cc(=O)oc2cc3c(cc12)CCCC3	-24	-7
Cc1cc(C(=O)Nc2nc3c(s2)CN(C(=O)C2(c4cccs4)CCCC2)CC3)no1	26	2
COc1ccc(C)cc1NC(=O)CSCc1ccccc1C	-40	-8
CCC(C)Sc1nc(O)cc(=O)n1-c1ccc(OC)cc1 (stereo not drawn)	15	4
O=C1CSC(c2ccccc2Br)N1c1ccc(I)cc1 (stereo not drawn)	-19	-1
CC(/C=C/c1ccccc1)=N\Nc1nc(=S)[nH][nH]1	i	·
Cc1ccc(C)c(OCC(=O)Nc2ccccc2C(F)(F)F)c1C	-73	-2
CC(C)(C)c1cc2c3c(cc(C(C)(C)C)cc3c1)CC2	·	3
CC1(C)CC(=O)C=C(Nc2ccccc2N)C1	0	4
O=C(NCc1ccc(N2CCCCC2)nc1)c1ccc(Cl)cc1	30	-1
CN(C)CCNC(=O)c1cc2cn(C3CCCC3)cc2s1	10	-4
CN(NC1OC(=O)c2ccccc21)c1ncc(C(F)(F)F)cc1Cl (stereo not drawn)	·	-11&1
O=C(CN1CCCc2ccccc21)N1CCCc2c1c(=O)oc1ccc(O)cc21	25	-2
Fc1ccccc1OCCN1CCOCC1	0	-6
Cc1ccsc1C1C=C(c2ccc(Cl)cc2)Nc2ncnn21 (stereo not drawn)	-1	-4
O=C(Nc1ccc2c(c1)OCCO2)c1ccc(NS(=O)(=O)c2ccc(Cl)cc2)cc1	17	-6
O=S(=O)(NCc1nc2cccnc2n1C1CCCC1)c1cccc(Cl)c1	12	-12
OC1CCN(Cc2ccc(Cl)c(Cl)c2)CC1	-3	0

Other results:
SMILES	mHTT-CaM PPI inh	Pf apPOL inh
Cc1ccc(S(=O)(=O)NC(=O)NCCCN2CCN(Cc3c(F)cccc3Cl)CC2)cc1	·	-6
c1coc(CSCc2ccco2)c1	-2	·
Cc1cc(C)n(CCNC(=O)c2ccc3nsnc3c2)n1	-13	-2
CCOC(=O)N1CCN(Cc2ccc(OC)c(Br)c2)CC1	-2	-7
O=C(O)C1(c2ccc([N+](=O)[O-])cc2)CCCC1	94*	-2
CSc1ccc(CNC(=O)C2CCN(c3cncnc3N3CCCC3)CC2)cc1	19	0
N#CC1=C(N)Oc2n[nH]c(-c3ccccn3)c2C1c1ccccc1F (stereo not drawn)	13	-4
COc1ccc(Cl)cc1C(=O)NCCc1ccc(S(=O)(=O)NC(=O)NC2CCCCC2)cc1	·	5&-2
COCC(=O)N1CCCc2ccc(NC(=O)Cc3ccccc3Cl)cc21	-12	-6
CCS(=O)(=O)c1cccc(C(=O)Nc2sc(C)c(C)c2C(N)=O)c1	-18	-4
CCC(Sc1nc2ccccc2c(=O)n1Cc1ccccc1OC)C(=O)NCc1cccnc1 (stereo not drawn)	35	-5
CSc1nc2c(cc1C#N)CCC2	-16&-4	-8
COc1ccc(NC(=O)c2ccc(OC)c([N+](=O)[O-])c2)cc1OC	7	0
Nc1nc(-c2ccccc2)cs1	19	-6
O=C(Nc1ccc(Cl)cc1)N(Cc1cccnc1)Cc1ccccc1Cl	2	-14
CN(C)C(=O)c1cc2c(s1)CCC(C(=O)Nc1cccc(F)c1)C2 (stereo not drawn)	-3	-6
CCCN1C(=O)Cc2ccccc2C1C(=O)NCc1ccc(Br)cc1 (stereo not drawn)	12	-2
CC[C@@H]1[C@H]2CCCC(=O)N3CC[C@@H](C[C@H]1O)[C@@H]23	-5	-6
COc1ccc2c(c1)c(C=C1Oc3cc(O)cc(C)c3C1=O)cn2C	18	7
O=C(NC(n1cnc2c(N3CCCCC3)ncnc21)C(Cl)(Cl)Cl)c1ccccc1 (stereo not drawn)	10	-1
OCc1ccc(-c2cccc(Cl)c2)o1	18	-4
CC1C(=O)C(Cc2cn(CCC3OCCO3)nn2)CCS(=O)(=O)N1Cc1ccc(-c2ccc(Cl)nc2)cc1 (stereo not drawn)	13	-29
Cc1ccccc1C(=O)Nc1ccc(S(=O)(=O)Nc2cccc(Cl)c2C)cc1	7	-15
Cc1nn(-c2ccc(C(=O)N3CCN(c4ccccc4)CC3)cc2)c2c1C(=O)CC(C)(C)C2	12	2

Structures above containing fluorine, in the order listed:
SMILES	mHTT-CaM PPI inh	Pf apPOL inh
O=C(NCC1CCN(S(=O)(=O)c2ccccc2)CC1)Nc1ccc(F)cc1	·	-3
Cn1c(=O)c(-c2ccc(C(=O)NCc3ccc(F)cc3)cc2)nc2cccnc21	3	-2
CCOc1ccc(NC(=O)c2cc3n(n2)C(C(F)(F)F)CC(c2ccc4c(c2)OCO4)N3)cc1 (stereo not drawn)	15	-2
CC(=O)C[C@H]1c2cc(C(F)(F)F)ccc2S(=O)(=O)N1Cc1ccccc1	-21	-6
O=C(CN1CCN(c2ccccc2F)C1=O)Nc1ccccc1Cl	-12	-6
CCCN1CCN(c2ncc3c(n2)CCN(Cc2ccc(F)cc2F)C3)CC1	1	-1
O=[N+]([O-])c1ccccc1CNc1ccc(F)c(Cl)c1	47	11
N=C1S/C(=C\c2ccc(-c3cccc(F)c3)o2)C(=O)N1c1nccs1	62*	-9
Cc1ccc(C)c(OCC(=O)Nc2ccccc2C(F)(F)F)c1C	-73	-2
CN(NC1OC(=O)c2ccccc21)c1ncc(C(F)(F)F)cc1Cl (stereo not drawn)	·	-11&1
Fc1ccccc1OCCN1CCOCC1	0	-6
Cc1ccc(S(=O)(=O)NC(=O)NCCCN2CCN(Cc3c(F)cccc3Cl)CC2)cc1	·	-6
N#CC1=C(N)Oc2n[nH]c(-c3ccccn3)c2C1c1ccccc1F (stereo not drawn)	13	-4
CN(C)C(=O)c1cc2c(s1)CCC(C(=O)Nc1cccc(F)c1)C2 (stereo not drawn)	-3	-6
